Bioassay records: PubChem BioAssay, several laboratories
TWEAK-Fn14 inh: inhibitors of TWEAK-Fn14 signaling, primary screen, luciferase reporter cells, uHTS | 360,000 compounds, 2% hits | TWEAK-stimulated Fn14 reporter cells, luciferase luminescence, 8 h | inhibition, % at 10 µM; in the data active = inhibition above about 50%
CF NFkB inh: inhibitors of PAF-induced NF-kB signaling, primary screen, cell-based, GFP fluorescence, uHTS; KKLEB NF-kB-GFP reporter, GFP fluorescence overnight; inhibition, % at 5 µM; 360,000 compounds, 0.86% hits; AID 588850, 2011;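 active = at least 50% inhibition at 5 µM, scaled per plate between neutral and stimulator controls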;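 also: PAF is a Pseudomonas aeruginosa culture filtrate used as stimulus; plate controls were PAF-stimulated DMSO wells for no effect and unstimulated DMSO wells for full effect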
LMP1 NFkB inh: EBV LMP1-driven NF-kappaB luciferase reporter inhibitors, primary screen, cell-based, luminescence, single point. inhibition, % at 12.5 µM. LMP1-induced NF-kappaB luciferase reporter cells. 350,000 compounds, 0.69% hits; in the data active = inhibition above about 41%;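 also: 0% = neutral control wells and 100% = reference inhibitor control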
NCOA3 inh: SRC3 coactivator transcriptional activity inhibitors, primary screen, cell-based, luminescence | HEK293 GAL4-SRC3 luciferase reporter | Nuclear receptor coactivator 3 (Homo sapiens), Q9Y6Q9 | AID 588352, 2011 | 360,000 compounds, 0.17% hits | inhibition, % at 3.6 µM;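 active = inhibition above a per-campaign cutoff, the mean of all compounds plus 3 SD, cut at about 60% in these data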;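 also: 0% = DMSO-treated cells and 100% = gossypol-treated cells at 36 µM; higher means less SRC3-driven luciferase light from the GAL4 reporter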
TROY NFkB inh: inhibitors of TROY-driven NF-kB signaling, primary screen, Q293 LMP1-TROYcd cells, NF-kB luciferase, uHTS; Q293 LMP1-TROYcd NF-kB luciferase reporter, 4 h; inhibition, % at 10 µM; 360,000 compounds, 0.98% hits;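 active = compounds whose plate-normalised and pattern-corrected inhibition of the luciferase reporter signal at the single screening dose is 50% or more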
COUP-TFII inh: NR2F2 transcriptional activity inhibitors, primary screen, cell-based, luciferase reporter, HEK293T, luminescence; AID 686940, 2013; inhibition, % at 8.6 µM; COUP transcription factor 2 (Homo sapiens), P24468; 370,000 compounds, 0.7% hits; HEK293T NGFI-A luciferase reporter;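 active = inhibition above a per-plate cutoff, mean inhibition of test wells between control levels plus 3 SD, cut at about 38% in these data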;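 also: cells cotransfected with COUP-TFII expression vector driving the NGFI-A reporter; 0% = median of COUP-TF2 test wells and 100% = reporter-only cells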
Target sequence (P24468 whole entry, looked up): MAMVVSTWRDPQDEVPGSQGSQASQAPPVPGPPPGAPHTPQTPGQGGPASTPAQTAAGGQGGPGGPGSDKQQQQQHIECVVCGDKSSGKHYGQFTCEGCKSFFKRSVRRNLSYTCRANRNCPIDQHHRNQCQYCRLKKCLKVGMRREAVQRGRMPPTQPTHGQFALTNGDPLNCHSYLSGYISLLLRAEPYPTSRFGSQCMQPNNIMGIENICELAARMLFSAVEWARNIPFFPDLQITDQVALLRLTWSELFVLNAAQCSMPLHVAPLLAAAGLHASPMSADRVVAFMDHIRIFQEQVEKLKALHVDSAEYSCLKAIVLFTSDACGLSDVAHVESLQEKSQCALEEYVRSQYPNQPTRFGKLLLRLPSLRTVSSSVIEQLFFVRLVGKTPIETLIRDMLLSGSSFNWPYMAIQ
NR5A2 inv ag: LRH-1 (NR5A2) inverse agonists, primary screen, cell-based, luminescence, HEK293T, StAR-luciferase reporter; LRH-1 transfected, 24 h; inhibition, % at 3.6 µM; 360,000 compounds, 0.13% hits; AID 602396, 2012;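 active = inhibition above the mean inhibition of all tested compounds plus 3 SD, cut at about 73% in these data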;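 also: 0% = DMSO wells and 100% = reporter-only cells lacking LRH-1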
Target sequence (O00482 whole entry, looked up): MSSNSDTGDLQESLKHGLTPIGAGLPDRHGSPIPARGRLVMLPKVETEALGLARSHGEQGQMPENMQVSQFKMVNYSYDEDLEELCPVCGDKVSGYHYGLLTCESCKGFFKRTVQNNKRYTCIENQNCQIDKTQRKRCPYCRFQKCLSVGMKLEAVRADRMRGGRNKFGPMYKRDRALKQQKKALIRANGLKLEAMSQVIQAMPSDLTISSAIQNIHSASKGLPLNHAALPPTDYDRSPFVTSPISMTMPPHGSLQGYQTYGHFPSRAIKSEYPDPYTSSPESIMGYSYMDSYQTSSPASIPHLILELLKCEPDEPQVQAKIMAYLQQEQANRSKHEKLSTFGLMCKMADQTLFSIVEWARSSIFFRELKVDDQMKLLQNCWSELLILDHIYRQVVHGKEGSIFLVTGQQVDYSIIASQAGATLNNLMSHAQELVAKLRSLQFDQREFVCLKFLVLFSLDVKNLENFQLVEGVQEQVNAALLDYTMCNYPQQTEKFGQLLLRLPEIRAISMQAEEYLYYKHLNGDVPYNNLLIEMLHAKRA
C8 TRAIL sens: viability loss with TRAIL in NB7+C8 cells, primary screen, TRAIL sensitizer project, cell-based, ATPlite luminescence; inhibition (viability loss, TRAIL sensitization), % at 10 µM; 360,000 compounds, 1% hits; AID 624354, 2012;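 active = compounds causing at least 50% loss of cell viability in the single-dose screen, relative to plate controls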
KKLEB tox: cytotoxicity in KKLEB CF airway cells, primary screen, cytotoxicity control for CF NF-kB inhibitor project, cell-based, uHTS, fluorescence assay plates. 360,000 compounds, 0.36% hits. activity change (cytotoxicity), % at 5 µM. AID 602141, 2011. KKLEB CF airway cells viability, ATPlite luminescence, overnight; active compounds read low; cells stimulated with P. aeruginosa culture filtrate;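 active = corrected activity change at or below -50% at 5 µM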
NCOA1 inh: SRC1 coactivator transcriptional activity inhibitors, primary screen, cell-based, luminescence; HEK293 GAL4-SRC1 luciferase reporter; 360,000 compounds, 0.12% hits; Nuclear receptor coactivator 1 (Homo sapiens), Q15788; inhibition, % at 3.6 µM;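 active = inhibition above the campaign mean plus 3 SD, with each screening campaign given its own cutoff, cut at about 60% in these data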;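 also: 0% = DMSO treated cells and 100% = gossypol at 36 µM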
Shn3 inh set2: reduction of Shn3 3'UTR firefly luciferase signal, primary screen, Schnurri-3 inhibitor project, cell-based, Clone20 osteoblasts, set 2 | AID 588674, 2011 | 360,000 compounds, 0.52% hits | Clone20 osteoblast Shn3 3'UTR firefly luciferase, 24 h | inhibition, % at 12.5 µM;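 active = mean inhibition of at least 75% with every replicate also reaching 75%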;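 also: 0% = median of neutral control wells and 100% = pilot-screen positive control compound; some compounds past the cut are filed as inactive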
* hit, by the source's call; / = not tested or not shown. Only part of the results is shown; the hit share may differ from the screen's.

Letter code: A = TWEAK-Fn14 inh; B = CF NFkB inh; C = LMP1 NFkB inh; D = NCOA3 inh; E = TROY NFkB inh; F = COUP-TFII inh; G = NR5A2 inv ag; H = C8 TRAIL sens; I = KKLEB tox; J = NCOA1 inh; K = Shn3 inh set2
COc1cccc(C(C(=O)NCC2CCCO2)N(C(=O)Cn2nnc3ccccc32)c2ccccc2C(C)=O)c1OC (stereo unspecified)
  A: 18; B: 16; C: -1; D: -2; E: 0; F: 15; G: -3; H: -13; I: 8; J: -9; K: 24

Cc1cc2c3c(c1)C(C)CC(C)(C)N3C(=O)C2=O (stereo unspecified)
  A: -1; B: 6; C: 8; D: 3; E: 17; F: -18; G: -17; H: -14; I: 1; J: 9; K: 4

O=C(c1ccc(F)cc1)N1CCN(c2ccc([N+](=O)[O-])c(N3CCOCC3)c2)CC1
  A: -5; B: 2; C: 2; D: 2; E: -16; F: 9; G: 39; H: -7; I: 2; J: 3; K: -4

COc1ccc(S(=O)(=O)N2CCN(Cc3ccc4c(c3)OCO4)CC2)c2ccccc12
  A: 6; B: -16; C: -4; D: -10; E: -9; F: -1; G: 1; H: -11; I: 14; J: -21; K: 10

Cc1cc(C(=O)OCC(=O)Nc2sc3c(c2C#N)CCC(C)C3)c2ccccc2n1 (stereo unspecified)
  A: 23; B: 0; C: -5; D: 0; E: 4; F: -9; G: -4; H: -11; I: 4; J: -5; K: -10

O=C(CCC(=O)c1cccs1)c1cccs1
  A: 30; B: -13; C: -18; D: -115; E: -54; F: -48; G: -186; H: 14; I: 3; J: -100; K: -98

CSC1=C(C#N)C(C)CC(=O)N1 (stereo unspecified)
  A: -15; B: 3; C: -9; D: 17; E: -25; F: -4; G: 14; H: -15; I: 4; J: 5; K: 2

COc1cc(NC(=S)N2CCN(C(=O)c3ccco3)CC2)c(OC)cc1Cl
  A: 9; B: 3; C: -4; D: 13; E: 15; F: 5; G: -2; H: -12; I: 2; J: 1; K: 4

Cc1ccc(/C(N)=N/OC(=O)c2cccc(Cn3cc(C(F)(F)F)ccc3=O)c2)cc1
  A: 14; B: 2; C: 3; D: -4; E: -20; F: 10; G: -22; H: 81*; I: -6; J: -3; K: 1

COc1ccc(C(C)=O)cc1Cn1c(C)c(C(=O)NCc2cccc(C(F)(F)F)c2)sc1=O
  A: 2; B: 5; C: /; D: 8; E: 10; F: 19; G: -30; H: 5; I: -4; J: -17; K: 8

COc1ccccc1NC(=O)CSc1nc2c(sc3ccccc32)c(=O)n1CCN(C)C
  A: -9; B: 13; C: 0; D: 14; E: 1; F: 14; G: 6; H: -10; I: -10; J: -2; K: -78

CC(=O)Nc1cc(-c2cccc(C(=O)N(C)C)c2)cn2c(-c3ccc(F)cc3)cnc12
  A: -1; B: -6; C: /; D: -21; E: 5; F: 6; G: 9; H: -7; I: -3; J: -18; K: 1

COc1ccccc1-c1cc(C(F)(F)F)nc(NCc2ccco2)n1
  A: 16; B: 18; C: -4; D: -34; E: -4; F: -5; G: 0; H: -5; I: 1; J: -10; K: -8

CCOP(=O)(c1ccc(N(C)C)cc1)C(O)c1ccc(OC)cc1 (stereo unspecified)
  A: 3; B: 10; C: -3; D: 13; E: -27; F: -17; G: 15; H: 1; I: -12; J: -3; K: 9

COc1ccc(N(CC(=O)Nc2cc(C)cc(C)c2)S(=O)(=O)c2ccccc2[N+](=O)[O-])c(OC)c1
  A: 23; B: -7; C: -6; D: 10; E: 17; F: 8; G: -17; H: -2; I: 6; J: -7; K: 1

CN(CC(=O)Nc1ccc(Cl)cc1)Cc1cc(=O)n2ccsc2n1
  A: -9; B: -4; C: 1; D: 0; E: 11; F: -5; G: 26; H: -13; I: 0; J: -2; K: -17

CCOC(=O)CN1C(=O)C(CC)Oc2ccccc21 (stereo unspecified)
  A: -10; B: -2; C: -1; D: -14; E: 3; F: 2; G: -13; H: -2; I: 5; J: -8; K: 9

COc1ccc(N2CCN(C(=O)c3ccc(NS(=O)(=O)c4ccccc4)cc3)CC2)cc1
  A: -8; B: 5; C: -11; D: 9; E: -6; F: 1; G: 2; H: 4; I: 1; J: -15; K: 2

COc1ccc(NC(=O)C#Cc2ccccc2)cc1
  A: 10; B: 7; C: 7; D: -70; E: -43; F: 2; G: -79; H: 24; I: 14; J: -79; K: -71

COc1ccc(NC(=O)CN2CCOCC2)cc1S(=O)(=O)N1CCCCC1
  A: 5; B: 11; C: 2; D: -6; E: 14; F: -5; G: -10; H: -9; I: 8; J: -9; K: 5

COc1ccc(F)cc1C(=O)C1CCCN(Cc2ccc(Oc3ncccn3)cc2)C1 (stereo unspecified)
  A: 13; B: 2; C: 9; D: 11; E: 17; F: -1; G: 18; H: -5; I: 1; J: 0; K: 36

O=C(O)c1ccc(S(=O)(=O)Cc2ccccc2)cc1
  A: -3; B: 2; C: 10; D: 10; E: 0; F: 6; G: 9; H: 4; I: -4; J: -12; K: 12

CC(C)(CNC(=O)C1c2ccccc2-c2ccccc21)N1CCOCC1
  A: 17; B: 4; C: 1; D: 17; E: -16; F: -2; G: -12; H: 10; I: 2; J: 11; K: -10

COc1ccc(C(CC(=O)O)NS(=O)(=O)c2ccc(C)cc2)cc1OC (stereo unspecified)
  A: -4; B: 16; C: -2; D: 12; E: -7; F: -6; G: 23; H: -5; I: -2; J: -25; K: 4

CCOC(=O)CNC(=O)N1C[C@H]2CON(C)[C@H]2C[C@H]1c1ccccc1Br
  A: 1; B: 12; C: 0; D: -13; E: -12; F: 4; G: -2; H: -3; I: 3; J: -43; K: -21

CC1(C)CC(CC(=O)NC(=S)Nc2ccc([N+](=O)[O-])cc2)C(=O)O1 (stereo unspecified)
  A: -27; B: -6; C: 1; D: 1; E: 14; F: 18; G: 20; H: -2; I: -6; J: -5; K: -25

Cc1ccc(CC(CC(=O)O)C(=O)NCC23CC4CC(CC(C4)C2)C3)cc1 (stereo unspecified)
  A: -1; B: -5; C: -2; D: 0; E: -2; F: -8; G: 13; H: -2; I: -16; J: -17; K: -8

COc1cc(S(=O)(=O)n2cnc(C)c2)ccc1Br
  A: 2; B: -9; C: 7; D: 19; E: -4; F: -9; G: 3; H: -10; I: 4; J: -2; K: -1

Cc1ccc(-n2nc3c(=O)n(C(C)C(=O)NCc4ccc5c(c4)OCO5)nc(C)c3c2C)cc1 (stereo unspecified)
  A: 7; B: -7; C: 10; D: 10; E: 22; F: 48*; G: 1; H: 25; I: 0; J: -6; K: 32

O=C(Cc1ccccc1)Nc1ccc(NC(=O)c2cccnc2)cc1
  A: 2; B: 4; C: -1; D: -6; E: 17; F: 19; G: 19; H: -12; I: 11; J: 12; K: 0

CCN1C(=O)c2cccc3c(S(=O)(=O)Nc4ccccn4)ccc1c23
  A: -15; B: -172; C: -22; D: 16; E: -6; F: -114; G: 12; H: 0; I: 1; J: -14; K: -37

CCN(C(=O)CSc1nnc(-c2ccc(OC)cc2)n1C(C)C)C1CCS(=O)(=O)C1 (stereo unspecified)
  A: -1; B: -4; C: 1; D: -8; E: -24; F: -22; G: -9; H: -4; I: 11; J: -6; K: -6

Cn1c(CN2CCCC2)nc2cc(NC(=O)COc3ccccc3)ccc21
  A: 2; B: 9; C: 2; D: -23; E: -70; F: -6; G: -42; H: 11; I: 1; J: -32; K: -18

c1ccc(CNc2nc3ccccc3n3cnnc23)nc1
  A: 3; B: 19; C: -15; D: -18; E: -36; F: -9; G: -6; H: -10; I: -10; J: 3; K: -4

CCn1c2ccccc2c2cc(CN3CCN(S(=O)(=O)Cc4ccccc4)CC3)ccc21
  A: 6; B: 46; C: -7; D: 12; E: 13; F: -5; G: 0; H: 0; I: -36; J: 5; K: 25

Cc1cn([C@H]2C[C@H](O)[C@@H](/C=C/C(=O)NCCN3CCOCC3)O2)c(=O)[nH]c1=O
  A: 17; B: -2; C: /; D: 15; E: 0; F: -3; G: 6; H: -2; I: 0; J: -7; K: -6

COc1cccc(NC(=O)c2c([N+](=O)[O-])cnn2C)c1
  A: -12; B: 5; C: 1; D: 0; E: 7; F: 4; G: -7; H: 5; I: -1; J: -9; K: 2

CCn1cc(C(=O)NCC(=O)OC)c2cc(OC)c(OC)cc2c1=O
  A: 11; B: 2; C: 1; D: -13; E: -10; F: 8; G: -7; H: 6; I: 2; J: 4; K: -9

COc1cc2c(cc1OC)/C(=C/C(=O)c1ccccc1)NCC2
  A: -16; B: 13; C: 3; D: -12; E: -12; F: 12; G: -15; H: -1; I: -10; J: -1; K: -2

C=C1C2C[C@H](O)C(C)(C)[C@@]2(O)[C@H](O)C[C@]23C[C@@](C)(O)[C@H](CC[C@H]12)[C@H]3O (stereo partly specified)
  A: 8; B: -1; C: 0; D: 3; E: 2; F: -20; G: 4; H: -10; I: -1; J: 4; K: -42

COc1ccc2ccc3c(c2c1)N=C[C@]1(O3)N(C)c2ccccc2C1(C)C
  A: 13; B: 6; C: 3; D: 24; E: 44; F: 30; G: 7; H: 4; I: -14; J: 10; K: 0

Reprinted from the listing, 6 compounds:
Letter code: A = TWEAK-Fn14 inh; B = CF NFkB inh; C = LMP1 NFkB inh; D = NCOA3 inh; E = TROY NFkB inh; F = COUP-TFII inh; G = NR5A2 inv ag; H = C8 TRAIL sens; I = KKLEB tox; J = NCOA1 inh; K = Shn3 inh set2
Cc1cn([C@H]2C[C@H](O)[C@@H](/C=C/C(=O)NCCN3CCOCC3)O2)c(=O)[nH]c1=O
  A: 17; B: -2; C: /; D: 15; E: 0; F: -3; G: 6; H: -2; I: 0; J: -7; K: -6

COc1cccc(NC(=O)c2c([N+](=O)[O-])cnn2C)c1
  A: -12; B: 5; C: 1; D: 0; E: 7; F: 4; G: -7; H: 5; I: -1; J: -9; K: 2

CCn1cc(C(=O)NCC(=O)OC)c2cc(OC)c(OC)cc2c1=O
  A: 11; B: 2; C: 1; D: -13; E: -10; F: 8; G: -7; H: 6; I: 2; J: 4; K: -9

COc1cc2c(cc1OC)/C(=C/C(=O)c1ccccc1)NCC2
  A: -16; B: 13; C: 3; D: -12; E: -12; F: 12; G: -15; H: -1; I: -10; J: -1; K: -2

C=C1C2C[C@H](O)C(C)(C)[C@@]2(O)[C@H](O)C[C@]23C[C@@](C)(O)[C@H](CC[C@H]12)[C@H]3O (stereo partly specified)
  A: 8; B: -1; C: 0; D: 3; E: 2; F: -20; G: 4; H: -10; I: -1; J: 4; K: -42

COc1ccc2ccc3c(c2c1)N=C[C@]1(O3)N(C)c2ccccc2C1(C)C
  A: 13; B: 6; C: 3; D: 24; E: 44; F: 30; G: 7; H: 4; I: -14; J: 10; K: 0
